TROY signal inh – inhibitors of TROY-driven NF-kB signaling, primary screen, Q293 LMP1-TROYcd cells, NF-kB luciferase, uHTS; Q293 LMP1-TROYcd NF-kB luciferase reporter, 4 h; inhibition, % at 10 µM; 360,000 compounds, 0.98% hits;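 active = compounds whose plate-normalised and pattern-corrected inhibition of the luciferase reporter signal at the single screening dose is 50% or more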
CF NFkB block – inhibitors of PAF-induced NF-kB signaling, primary screen, cell-based, GFP fluorescence, uHTS; KKLEB NF-kB-GFP reporter, GFP fluorescence overnight; inhibition, % at 5 µM; 360,000 compounds, 0.86% hits;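 active = at least 50% inhibition at 5 µM, scaled per plate between neutral and stimulator controls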;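 also: PAF is a Pseudomonas aeruginosa culture filtrate used as stimulus; plate controls were PAF-stimulated DMSO wells for no effect and unstimulated DMSO wells for full effect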
NR2E3 ag-1 – inhibitors of NR2E3-RetCOR corepressor binding, primary screen, NR2E3 agonist project, biochemical, TR-FRET, GST-NR2E3, biotin-RetCOR | Photoreceptor-specific nuclear receptor (Homo sapiens), Q9Y5X4 | 1536-well | inhibition of corepressor binding, % at 4.78 µM | 320,000 compounds, 0.12% hits | AID 2300, 2010;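 active = percent inhibition above the cutoff of mean plus 3 SD of all tested compounds, set per screening campaign, cut at about 20% in these data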;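 also: 0% = DMSO wells and 100% = biotin wells as full block of FRET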
Target sequence (Q9Y5X4 whole entry, looked up): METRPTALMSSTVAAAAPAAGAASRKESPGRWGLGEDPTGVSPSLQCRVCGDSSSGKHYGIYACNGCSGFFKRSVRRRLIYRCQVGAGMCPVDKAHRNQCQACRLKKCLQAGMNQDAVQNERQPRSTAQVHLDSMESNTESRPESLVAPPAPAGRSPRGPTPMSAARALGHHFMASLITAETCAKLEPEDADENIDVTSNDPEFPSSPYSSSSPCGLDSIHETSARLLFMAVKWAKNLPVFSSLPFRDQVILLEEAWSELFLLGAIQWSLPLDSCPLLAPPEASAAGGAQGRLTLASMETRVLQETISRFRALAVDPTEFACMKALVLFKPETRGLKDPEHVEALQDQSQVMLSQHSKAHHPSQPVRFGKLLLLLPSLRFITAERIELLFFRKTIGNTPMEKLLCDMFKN
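Material: NR2E3–RetCOR corepressor complex / Incubation: Compound–protein incubation for 5 h at 4 °C / Dosing: compound at 4.8 µM, single dose / Detection: time-resolved FRET / Benchmarks: high control biotin, low control 0.6% DMSO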
NR2E3 ag-2 – NR2E3 agonists in two-hybrid cells, primary screen, cell-based, luminescence, CHO-S, Gal4-NCOR/VP16-NR2E3. 360,000 compounds, 0.35% hits. AID 602229, 2012. inhibition of corepressor binding, % at 3.98 µM. luciferase;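 active = inhibition above the mean of all tested compounds plus 3 SD, cut at about 70% in these data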;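 also: 0% = DMSO with NR2E3 transfected cells and 100% = cells lacking NR2E3 construct; higher means lower luciferase signal from less NR2E3 corepressor binding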
TWEAK-Fn14 inh – inhibitors of TWEAK-Fn14 signaling, primary screen, luciferase reporter cells, uHTS | TWEAK-stimulated Fn14 reporter cells, luciferase luminescence, 8 h | inhibition, % at 10 µM | 360,000 compounds, 2% hits; in the data active = inhibition above about 50%
KKLEB tox – cytotoxicity in KKLEB CF airway cells, primary screen, cytotoxicity control for CF NF-kB inhibitor project, cell-based, uHTS, fluorescence assay plates; KKLEB CF airway cells viability, ATPlite luminescence, overnight; hits give low values; cells stimulated with P. aeruginosa culture filtrate; activity change (cytotoxicity), % at 5 µM; 360,000 compounds, 0.36% hits; AID 602141, 2011;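 active = corrected activity change at or below -50% at 5 µM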
Peg3 promoter – Peg3 promoter-driven luciferase inhibitors, primary screen, cell-based, HeLa, luciferase luminescence. 360,000 compounds, 1.7% hits. HeLa PEG-Prom luciferase reporter, overnight. inhibition, % at 20 µM;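 active = inhibition of at least 50% at 20 µM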
Shn3 3UTR inh – reduction of Shn3 3'UTR firefly luciferase signal, primary screen, Schnurri-3 inhibitor project, cell-based, Clone20 osteoblasts, set 2 | 360,000 compounds, 0.52% hits | Clone20 osteoblast Shn3 3'UTR firefly luciferase, 24 h | inhibition, % at 12.5 µM;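 active = mean inhibition of at least 75% with every replicate also reaching 75%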;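 also: 0% = median of neutral control wells and 100% = pilot-screen positive control compound; some compounds past the cut are filed as inactive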
TRPM1 prom inh – inhibitors of MITF-dependent TRPM1 promoter reporter, primary screen, cell-based, SK-MEL-5, single point, luciferase; 330,000 compounds, 0.83% hits; inhibition, % at 12.5 µM; SK-MEL-5 TRPM1 promoter luciferase, 24 h; AID 488899, 2010;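 active = mean inhibition across replicates of 60% or more, whatever share of single replicates reaches that level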; also: values of inactives mirror those of a sister screen read the other way
C8 TRAIL sens – viability loss with TRAIL in NB7+C8 cells, primary screen, TRAIL sensitizer project, cell-based, ATPlite luminescence; inhibition (viability loss, TRAIL sensitization), % at 10 µM; 360,000 compounds, 1% hits;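 active = compounds causing at least 50% loss of cell viability in the single-dose screen, relative to plate controls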
HIF-2a inh – HIF-2a reporter inhibitors, primary screen, luminescence, 786-0 RCC cells. 786-0 RCC cells HIF-2a reporter, luciferase luminescence, overnight. inhibition, % at 18.8 µM. 360,000 compounds, 0.72% hits;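 active = inhibition of the luminescence signal of 40% or more relative to plate controls, in a single-dose primary screen at 18.75 µM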
* hit, by the source's call; . = not tested or not shown. Some of the compounds tested; the hit share may differ from the screen's.

SMILES	TROY signal inh	CF NFkB block	NR2E3 ag-1	NR2E3 ag-2	TWEAK-Fn14 inh	KKLEB tox	Peg3 promoter	Shn3 3UTR inh	TRPM1 prom inh	C8 TRAIL sens	HIF-2a inh
COc1ccc(CC(N)c2csc(Nc3ccc(C(=O)c4ccccc4)cc3)n2)cc1 (stereo not drawn)	28	28	.	37	-9	-24	66*	33	.	9	-41
COc1ccccc1-n1nnnc1SCC(=O)NCC1(N2CCOCC2)CCCCC1	10	13	-5	10	4	0	14	-2	-3	0	-2
Cc1nc(SCC(=O)NCc2ccco2)c2oc3ccccc3c2n1	-18	-3	0	14	-7	3	8	2	0	3	8
COc1cccc(C(O)c2nc(-c3cccc(C(C)C)c3)cs2)c1 (stereo not drawn)	9	5	.	18	4	-4	-1	11	.	-9	-27
CCCNC(=O)c1cc(C2CCCCN2C(=O)CCc2ccccc2)on1 (stereo not drawn)	-4	0	.	-22	0	1	15	-46	.	8	2
O=C(CN1C(=O)c2cccc3cccc1c23)NCc1ccccn1	-8	1	-1	-16	-11	9	3	-6	-11	8	-7
COc1cc(-c2csc(CCn3nc(C)cc3C)n2)cc(OC)c1OC	-10	-15	-3	-9	-8	5	30	-13	-5	-7	13
O=c1c2ccccc2oc2ccccc12	-29	-21	.	-20	-14	-14	-40	-30	.	-5	-54
COC(=O)c1ccc(Cn2cnc3c(N)ncnc32)cc1	-9	-4	.	3	-21	11	1	1	2	-16	4
Cc1c(N=Cc2ccc(Cl)o2)c(=O)n(-c2ccccc2)n1C	-32	3	3	-6	-12	6	11	4	1	1	-1
CSc1nc(N)nc(SCC(=O)C23CC4CC(CC(C4)C2)C3)c1C#N	54*	13	-1	-27	93*	-28	-32	0	-12	24	-95
CCCCn1c(N)c(N(CCOC)C(=O)c2oc3ccc(OCC)cc3c2C)c(=O)[nH]c1=O	4	-18	-2	10	-2	34	-6	2	8	-5	4
CCOc1ccccc1NC(=O)Cn1[nH]c(=O)c2ccccc2c1=O	-5	0	0	17	-6	-19	23	32	-5	-12	20
CN(C)S(=O)(=O)c1cccc(C(=O)OCC(=O)NCc2ccccc2)c1	-12	0	-3	-2	13	2	-3	-6	3	-5	11
O=C(Nc1cccc(S(=O)(=O)NC2=NCCC2)c1)C1CC(=O)N(c2ccc3c(c2)OCCO3)C1 (stereo not drawn)	5	-6	-2	2	39	3	-2	87*	4	-1	9
CCCc1nc2ccc([N+](=O)[O-])cc2[nH]1	-21	5	5	9	14	-28	4	-22	-4	-5	0
CC(C)(C)OC(=O)N1CCC[C@H]1c1nnc(SCc2ccccc2Cl)o1	-5	2	-2	0	-21	-7	12	7	-2	5	-1
Cc1ccc(-c2nc(N)sc2-c2ccccc2)cc1C	53*	-5	5	-21	86*	6	12	-15	-16	17	28
COC(=O)C1=Cc2cc(OC)cc([N+](=O)[O-])c2OC1N1CCOCC1 (stereo not drawn)	13	2	-3	-5	8	-23	8	7	8	-5	8
COc1ccc(CC(=O)OCC(=O)NCc2ccco2)cc1OC	-2	10	-3	-17	7	-11	-4	-5	-5	3	2
Cc1ccc(S(=O)(=O)N2CCN(C(=O)COC(=O)/C=C/c3ccc(C(F)(F)F)cc3)CC2)c(C)c1	29	-39	.	5	10	6	3	12	-3	7	3
O=C1OC(Nc2ncccn2)c2ccccc21 (stereo not drawn)	3	7	0	-2	10	-2	-1	-16	13	-21	6
Cc1ccccc1C(=O)NC(CC(C)C)C(=O)Nc1cccc(S(=O)(=O)N(C)C)c1 (stereo not drawn)	-6	-22	-3	-8	18	8	17	15	4	-12	8
Cc1ccc(C2C3=C(CC(C)(C)CC3=O)NC3=C2C(=O)CC(C)(C)C3)o1	.	0	0	15	84*	5	4	0	9	-3	11
OC(COCc1ccc2c(c1)OCO2)CN1CCC(Cc2ccccc2)CC1 (stereo not drawn)	16	-1	3	-20	-23	1	5	0	-7	0	10

Arranged by count of non-hydrogen atoms (largest number first): 4 of the compounds above.
SMILES	TROY signal inh	CF NFkB block	NR2E3 ag-1	NR2E3 ag-2	TWEAK-Fn14 inh	KKLEB tox	Peg3 promoter	Shn3 3UTR inh	TRPM1 prom inh	C8 TRAIL sens	HIF-2a inh
CCCCn1c(N)c(N(CCOC)C(=O)c2oc3ccc(OCC)cc3c2C)c(=O)[nH]c1=O	4	-18	-2	10	-2	34	-6	2	8	-5	4
CC(C)(C)OC(=O)N1CCC[C@H]1c1nnc(SCc2ccccc2Cl)o1	-5	2	-2	0	-21	-7	12	7	-2	5	-1
Cc1nc(SCC(=O)NCc2ccco2)c2oc3ccccc3c2n1	-18	-3	0	14	-7	3	8	2	0	3	8
COC(=O)c1ccc(Cn2cnc3c(N)ncnc32)cc1	-9	-4	.	3	-21	11	1	1	2	-16	4

Continued.
SMILES	TROY signal inh	CF NFkB block	NR2E3 ag-1	NR2E3 ag-2	TWEAK-Fn14 inh	KKLEB tox	Peg3 promoter	Shn3 3UTR inh	TRPM1 prom inh	C8 TRAIL sens	HIF-2a inh
Cc1ccc(C)c(N2CCN(C(=O)c3cc4c(C)nc5ccccc5c4o3)CC2)c1	52*	18	-1	-42	23	-1	27	-3	10	26	13
Cc1nn(Cc2ccccc2)c(Cl)c1C(=O)OCc1nnc(-c2ccccc2)o1	-4	-2	0	26	4	-6	7	25	5	4	-6
O=S(=O)(c1ccc(Br)c2nsnc12)N1CCOCC1	-8	19	-2	-9	-23	20	4	-7	2	-12	11
COc1cc(C(=O)N2CCN(c3cccc(C)c3C)CC2)ccc1OCC(=O)N1CCOCC1	-8	-4	2	6	-8	-11	2	-20	-4	-4	-1
O=c1[nH]n(-c2ncnc3c2cnn3-c2ccccc2)c(=O)c2ccccc12	11	-2	5	-30	-5	2	-97	-8	-7	-10	-45
O=C1OCC(O)=C1Cc1ccccc1	-2	13	.	5	-4	0	-2	-22	5	0	6
O=C(NC1CCCCC1)n1c(=O)oc2ccccc21	-41	18	-2	-14	29	3	-11	5	-7	9	-27
Cc1ccc(NN=C2C(=O)OC(C)(C)OC2=O)c(C)c1	-66	18	1	-98	-1	-3	-290	-60	-115	-1	-236
O=C(NCCCN1CCN(c2ccccc2F)CC1)Nc1ccc(F)cc1	-3	-7	0	7	11	-6	23	18	7	-9	17
COc1ccc(-c2csc(Cc3nnc4n3CCCCC4)n2)cc1OC	-2	13	-1	-10	-2	-4	-8	16	-5	-36	5
Cc1ccc(NC(=O)Nc2cccnc2)cc1	-30	9	3	-33	-21	0	-108	-27	-17	27	-142
CCCN1CCN(CCCNC(=O)c2ccc(CS(=O)c3ccc(OC)cc3)o2)CC1 (stereo not drawn)	-11	3	-3	2	-5	-19	14	3	-9	-5	3
COc1ccc(-c2cnc3nc[nH]c(=O)c3n2)cc1	-8	10	-6	-17	-6	-11	-18	-7	-2	6	-5
COc1ccc(-c2noc(C3CCCN(C(=O)c4ccccc4C)C3)n2)cc1 (stereo not drawn)	-17	-9	.	15	-8	-10	-29	43	14	7	-44
CCOC(=O)CC(=O)CSc1ccc2nnc(-c3ccccc3)n2n1	15	-5	4	-6	-4	6	11	16	8	8	13
O=c1oc(-c2cccnc2)nc2ccccc12	6	-4	-1	4	-14	4	7	0	8	-15	6
CC(=O)C(C(C)=O)C1(O)C(=O)c2ccccc2C1=O	7	-8	4	8	34	-8	0	-1	2	-6	15
Cc1cccc(N2CCN(C(=O)CCCSc3nc4ccccc4[nH]3)CC2)c1C	29	3	2	7	41	3	10	34	11	20	24
O=C(N/C(=C/c1ccco1)C(=O)N1CCCCCC1)c1ccccc1	-17	6	-3	-3	3	-1	0	10	12	-15	8
C=CCn1c(SCC(=O)NC(=O)NC)nnc1C1CCCCC1	10	-2	-1	-41	17	4	2	2	2	7	5
COCCN(C(=O)CSc1nnc(-c2ccc(Cl)cc2)o1)c1c(N)n(CC(C)C)c(=O)[nH]c1=O	7	-1	-2	-9	4	-3	2	-17	5	4	5
CCCCCCCCn1cnc2c(N)c(C)c(C)cc21	-4	8	2	0	5	-4	12	8	-2	18	-10
COc1cc(C(=O)N/N=C/c2ccc(OC(=O)c3cccc(C)c3)c(OC)c2)ccc1O	37	-3	0	-39	-20	-1	-23	-1	-2	12	8
CCC/C=N/NC(=O)c1cc(-c2ccccc2)nc2ccccc12	1	-8	2	-6	-2	-6	-5	-3	-4	0	10
COc1ccc(NS(=O)(=O)c2ccc(C(=O)N3CCN(Cc4ccccc4)CC3)cc2)cc1	34	-1	2	-3	11	5	15	71	8	10	15

(cont.)
SMILES	TROY signal inh	CF NFkB block	NR2E3 ag-1	NR2E3 ag-2	TWEAK-Fn14 inh	KKLEB tox	Peg3 promoter	Shn3 3UTR inh	TRPM1 prom inh	C8 TRAIL sens	HIF-2a inh
O=C(NNC(=O)c1ccccc1F)c1cccs1	-51	6	1	-27	-14	-1	-79	-31	-33	35	-129
Cc1ccc(C(=O)N2CCCC(Nc3cccc(F)c3)C2)cc1N1CCNC1=O (stereo not drawn)	-8	-18	3	-3	-3	8	2	9	-12	4	2
CC(=O)Nc1ccc(NC(=O)CSc2nc3c([nH]c4ccccc43)c(=O)n2-c2ccccc2F)cc1	-16	-38	1	-3	24	-11	22	14	6	7	27
COc1cccc(/C=C2\SC(=S)N(CCCC(=O)NC3=NCCS3)C2=O)c1	42	-14	2	6	28	-2	29	20	12	3	87*
C[C@H]1CN([C@@H](C)CO)C(=O)c2cccc(NS(=O)(=O)c3ccc(F)cc3)c2O[C@H]1CN(C)Cc1ccc(Cl)c(Cl)c1	9	24	.	11	-9	-3	27	8	1	14	4
Cc1cccc(-n2c(=S)[nH]c3sc4c(c3c2=O)CCc2ccccc2-4)c1	5	-10	.	-17	-5	13	19	-6	15	6	27
CS(=O)(=O)Nc1cccc(NC(=O)c2ccc(-c3ccc(F)c(F)c3)c3ccoc23)c1	31	18	.	-14	35	3	-14	41	.	11	-36
Cc1cccc(NC(=O)CNC(=O)[C@H]2O[C@@H](n3ccc(=O)[nH]c3=O)[C@H](O)[C@@H]2O)c1C	-2	-6	.	-7	-5	10	7	-7	.	-32	12
CCOC(=O)C1=CN(Cc2cccc(F)c2)S(=O)(=O)N(C)C1CCc1ccccc1 (stereo not drawn)	-4	18	.	-5	2	-11	14	15	-6	-1	8
COc1ccc(C(=O)N2CCC(O)(c3ccc(Cl)cc3)CC2)cc1OC	14	-5	2	6	-2	-2	10	3	1	-3	17
CN1CCN(C(CNC(=O)C(=O)NC2CCCCC2)c2ccc(F)cc2)CC1 (stereo not drawn)	2	22	-1	-25	8	4	-16	1	-4	8	11
Nc1nc(Nc2cccc(F)c2)nc(NCc2ccco2)c1[N+](=O)[O-]	5	6	1	7	21	-10	38	.	-19	0	-75
O=C(CSCc1ccccc1)N1CCc2ccccc21	-31	-7	0	-127	24	1	-288	-108	-94	12	-211

Screens deposited in PubChem BioAssay by several laboratories.
